IMPase Li inh = qHTS Assay for Identifying the Cell-Membrane Permeable IMPase Inhibitors: Potentiation with Lithium. 210,000 tested, 0.35% active. AID 1457, 2008. CHO-M1 cells, IP1 TR-FRET (IP-One), carbachol + lithium. Potency, µM (top dose mostly 59.4 µM), for inactives: at the top dose activity, negative = IMPase inhibition, usual class: inhibitors;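 also: IP1 builds up when IMPase is blocked and the TR-FRET signal falls; potency is read from the fitted curve at half-maximal effect; plate controls were basal vehicle for no effect and high inhibitor control for full effect; nearly all actives have a fitted effect of over 50% in size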
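Steps: plate 2000 CHO-M1 cells per well and culture 16–30 h; add compound and lithium; incubate 30 min, 37C; add d2-IP1 tracer and Eu cryptate anti-IP1 antibody in lysis buffer; read after 10 min at room temperature.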
LMNA splice mod = qHTS Assay for Modulators of Lamin A Splicing. 200,000 tested, 0.01% active. Potency, µM (titrated, usually from 46.1 µM), inactives show at the top dose ratio change, negative = inhibition, hits mostly inhibitors. HeLa LMNA splicing GFP/RFP minigene ratio, 48 h. AID 1487, 2009; active = well fitted inhibition curve with a large enough effect in the signal ratio, with a control signal flat, not every such curve was filed as active; inconclusive = small, poorly fitted or top-dose-only effect, or effect the other way, or a change in a side signal; the % refers to the signal ratio; also: potency is read from the fitted curve at half-maximal effect; % is scaled to controls: 0 for no effect and ±100 for the full control effect
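S3 HeLa cells stably expressing lamin A-EGFP splicing minigene plus DsRed2, 600 cells/well, 48 h compound exposure at 37C. Laser-scanning cytometry; analysed as GFP (500-530 nm)/RFP (575-640 nm) total intensity ratio; 0.5% DMSO vehicle.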
Epigenetic derep = Quantitative High-Throughput Screen for Regulators of Epigenetic Control; murine LDR cells, GFP reporter derepression, 30 h; Potency, µM (highest dose often 53.9 µM), without a hit: at the top dose GFP activation, usual class: activators; 280,000 tested, 0.2% active; also: potency is read from the fitted curve at half-maximal effect; % of control where 0% means no effect; nearly all actives have a fitted effect of over 60% in size
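GFP-positive cell count by laser-scanning cytometry (objects 20–120 um) after 30 h, 37 C compound exposure of murine LDR cells; reporter is CMV-GFP integrated at a silenced locus, inducible by HDAC or DNMT inhibitors.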
HttQ103 aggreg = qHTS Multiplex Assay to Identify Dual Action Probes in a Cell Model of Huntington: Aggregate Formation (GFP) | PC12 HttQ103-GFP aggregates, Acumen cytometry, 40 h | Potency, µM (top dose mostly 46.1 µM), for inactives: at the highest dose activity change, negative = inhibition, most hits filed as inhibitors | 220,000 tested, 1.1% active | AID 1688, 2009; also: potency is read from the fitted curve at half-maximal effect; % is scaled to controls: 0 for no effect and ±100 for the full control effect; nearly all actives have a fitted effect of over 60% in size
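Quantitative HTS on tebufenozide-induced (100 nM) PC12 cells stably expressing polyQ103 Huntingtin exon 1–GFP. Reduction of bright GFP aggregates, detected by laser scanning cytometry after lysis, identified actives across the titration.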
Luc counter = Counterscreen for Luciferase (Kinase-Glo TM) Inhibition | Luciferin 4-monooxygenase (Photuris pensylvanica), Q27757 | Kinase-Glo luciferase, ATP luminescence, 8 min | Potency, µM (top dose mostly 38.3 µM), without a hit: at the top dose activity change, negative = inhibition, hits mostly inhibitors | 200,000 tested, 0.28% active | AID 1379, 2008; also: potency is read from the fitted curve at half-maximal effect; % is scaled to controls: 0 for no effect and ±100 for the full control effect; nearly all actives have a fitted effect of over 60% in size
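Luminescence was the read-out, taken after 8-minute incubation at ambient temperature. Luciferase turned over luciferin with 10 uM ATP in imidazole pH 7.2 buffer containing KCl, MgCl2, Tween 20 and BSA.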
NPSR antagonist = qHTS Assay for Antagonists of the Neuropeptide S Receptor: cAMP Signal Transduction; Potency, µM (top dose mostly 38.3 µM), for the others: at the highest dose activity change, negative = inhibition, usual class: inhibitors; CHO-NPSR cells, cAMP TR-FRET, antagonist mode; 220,000 tested, 1% active; Q6W5P4; also: potency is read from the fitted curve at half-maximal effect; % is scaled to controls: 0 for no effect and ±100 for the full control effect; nearly all actives have a fitted effect of over 50% in size; many of its hits are not listed in these tables
Target sequence (Q6W5P4 whole entry, looked up): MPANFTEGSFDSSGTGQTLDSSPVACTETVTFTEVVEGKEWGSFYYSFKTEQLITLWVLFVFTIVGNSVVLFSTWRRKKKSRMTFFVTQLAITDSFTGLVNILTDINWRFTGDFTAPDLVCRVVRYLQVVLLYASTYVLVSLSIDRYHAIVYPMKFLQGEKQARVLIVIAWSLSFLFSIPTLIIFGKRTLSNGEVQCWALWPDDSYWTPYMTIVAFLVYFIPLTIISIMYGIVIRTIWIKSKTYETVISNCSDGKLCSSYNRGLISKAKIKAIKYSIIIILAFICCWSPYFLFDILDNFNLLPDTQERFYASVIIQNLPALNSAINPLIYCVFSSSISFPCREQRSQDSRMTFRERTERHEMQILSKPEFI
CBFb RUNX1 block = qHTS Assay for Compounds Blocking the Interaction Between CBF-beta and RUNX1 for the Treatment of Acute Myeloid Leukemia; Runt-related transcription factor 1 (Homo sapiens) + Core-binding factor subunit beta …; AlphaScreen CBFb-His/RUNX1-biotin binding, biochemical; Potency, µM (highest dose often 59.8 µM), inactives show at the top dose activity, negative = inhibition, actives largely listed as inhibitors; 230,000 tested, under 10 active; AID 1477, 2009; also: % of control where 0% means no effect
Target sequence (Q01196 whole entry, looked up): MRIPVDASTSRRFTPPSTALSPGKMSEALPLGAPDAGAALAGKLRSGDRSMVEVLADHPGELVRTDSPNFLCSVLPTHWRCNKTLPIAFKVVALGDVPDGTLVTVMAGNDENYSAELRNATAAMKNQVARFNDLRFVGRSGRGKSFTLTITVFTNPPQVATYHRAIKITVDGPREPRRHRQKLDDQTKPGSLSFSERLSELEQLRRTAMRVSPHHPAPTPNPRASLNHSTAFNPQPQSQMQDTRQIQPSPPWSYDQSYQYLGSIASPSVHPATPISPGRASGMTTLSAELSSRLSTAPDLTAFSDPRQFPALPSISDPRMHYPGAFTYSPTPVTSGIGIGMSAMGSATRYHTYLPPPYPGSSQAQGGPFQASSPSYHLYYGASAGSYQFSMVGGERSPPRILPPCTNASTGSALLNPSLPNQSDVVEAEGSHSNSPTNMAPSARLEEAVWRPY
Target sequence (Q13951 whole entry, looked up): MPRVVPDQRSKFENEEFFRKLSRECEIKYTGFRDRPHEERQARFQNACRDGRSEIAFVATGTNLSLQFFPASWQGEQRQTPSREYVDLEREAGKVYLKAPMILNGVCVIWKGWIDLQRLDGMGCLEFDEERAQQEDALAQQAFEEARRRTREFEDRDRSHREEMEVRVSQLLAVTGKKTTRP
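AlphaScreen binding: CBFb-His and RUNX1-biotin (30 nM each) preincubated 20 min, compound added for 15 min, then nickel and streptavidin beads for 90 min, all at room temperature. Disruption of the interaction by any mechanism counts as activity.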
Numbers without * were called inactive; [ ] = another dose, or the depositor's remark. Unless noted, calls follow the shape of the dose curve; as a rule, active = well fitted curve in the direction sought with a large enough effect; inconclusive = small, poorly fitted or top-dose-only effect, or another doubt; inactive = no such curve, though single readings can be large; an effect the other way counts as inactive or inconclusive.

For CC1CC1C(=O)OCC(=O)NC(=O)NC12CC3CC(CC(C3)C1)C2 (configuration not stated) the results were IMPase Li inh -2%, Epigenetic derep 0.9%, HttQ103 aggreg -3%, Luc counter 0%, NPSR antagonist -9% and CBFb RUNX1 block -2%.
COc1ccccc1NC(=O)CCSCCC(=O)Nc1ccccc1OC was read as IMPase Li inh -1%, LMNA splice mod -2%, Epigenetic derep 0.1%, HttQ103 aggreg 5%, Luc counter -2%, NPSR antagonist 1% and CBFb RUNX1 block -9%.
`Cc1ncc([N+](=O)[O-])n1CC(O)CCl` (configuration not stated) gave IMPase Li inh 1%, LMNA splice mod -3%, Epigenetic derep -1.8%, HttQ103 aggreg -25%, Luc counter -1%, NPSR antagonist -8% and CBFb RUNX1 block 10%.
Screening Cn1cnnc1SCc1ccccc1 returned IMPase Li inh 14%[38.3 µM], LMNA splice mod 13%, Epigenetic derep 1.6%, HttQ103 aggreg -7%, Luc counter -5%, NPSR antagonist -10%[46.1 µM] and CBFb RUNX1 block 4%.
COc1ccc2nc(C)cc(N3CCOCC3)c2c1 was read as IMPase Li inh -3%[38.3 µM], LMNA splice mod 27%, Epigenetic derep 1.8%, HttQ103 aggreg -25%, Luc counter -6%, NPSR antagonist -11%[46.1 µM] and CBFb RUNX1 block 11%.
Oc1ccc2ccccc2c1Br was read as IMPase Li inh -5%, Epigenetic derep -0.9%, HttQ103 aggreg -7%, Luc counter -1%, NPSR antagonist -2% and CBFb RUNX1 block -2%.
For Cc1c(C(=O)Nc2ccc3c(c2)OCO3)sc2nc(-c3ccccc3)cn12 the results were IMPase Li inh -22%[38.3 µM], LMNA splice mod -12%, Epigenetic derep 0.0%, HttQ103 aggreg -1%, Luc counter 0%, NPSR antagonist -7%[46.1 µM] and CBFb RUNX1 block 7%.
`COc1ccc(-n2c(SCC(=O)Nc3ccc4c(c3)OCO4)nc3ccccc3c2=O)cc1` gave IMPase Li inh 0%[38.3 µM], LMNA splice mod 0%, Epigenetic derep 0.0%, HttQ103 aggreg -6%, Luc counter 1%, NPSR antagonist -18%[46.1 µM] and CBFb RUNX1 block -4%.
`NNc1nc(-c2ccccc2)c2cc(Cl)ccc2n1` gave Epigenetic derep 3.2%, HttQ103 aggreg 15%[9.22 µM], NPSR antagonist -8% and CBFb RUNX1 block 8%.
For CCCCC(=O)NS(=O)(=O)c1ccc(NS(C)(=O)=O)cc1 the results were IMPase Li inh 1%, LMNA splice mod 0%, Epigenetic derep -1.1%, HttQ103 aggreg 15%, Luc counter -2%, NPSR antagonist 3% and CBFb RUNX1 block 2%.
Cc1ccc(C2CC2c2n[nH]c(=S)n2-c2cccc(Cl)c2)cc1 (configuration not stated) was read as IMPase Li inh 3%, LMNA splice mod 6%, Epigenetic derep 1.1%, HttQ103 aggreg inconclusive, Luc counter 0%, NPSR antagonist -21% and CBFb RUNX1 block -7%.
COC(=O)Cc1[nH]n(-c2nc3ccccc3s2)c(=O)c1C(C)=O was read as IMPase Li inh 15%[38.3 µM], LMNA splice mod -7%, Epigenetic derep -1.0%, HttQ103 aggreg -3%, Luc counter inconclusive, NPSR antagonist -4%[46.1 µM] and CBFb RUNX1 block -28%.
`CCSc1nc2ccccc2n1Cc1ccccc1F` gave IMPase Li inh 19%, LMNA splice mod inconclusive, Epigenetic derep -1.0%, HttQ103 aggreg inconclusive, Luc counter 0%, NPSR antagonist -13% and CBFb RUNX1 block -3%.
Screening CCO[C@@H]1OC(C(=O)NC2CC2)=C[C@H](C)[C@H]1CCCO returned Epigenetic derep 0.4%, HttQ103 aggreg -21%[9.22 µM], NPSR antagonist 19% and CBFb RUNX1 block 13%.
CCn1c2ccccc2c2nnc(NN)nc21 was read as IMPase Li inh 13%, LMNA splice mod inconclusive, Epigenetic derep 4.5%, HttQ103 aggreg -8%, Luc counter 0%, NPSR antagonist 9% and CBFb RUNX1 block inconclusive.
For Cn1c(CSc2nc3ccccc3s2)nnc1SCC(=O)NCCN1CCOCC1 the results were IMPase Li inh -3%[38.3 µM], LMNA splice mod -2%, Epigenetic derep 0.0%, HttQ103 aggreg 1%, Luc counter 0%, NPSR antagonist -6%[46.1 µM] and CBFb RUNX1 block 4%.
`O=C(NNC(=O)c1cc(-c2ccccc2)nn1-c1ccccc1)c1ccccc1` gave IMPase Li inh 14%, LMNA splice mod inconclusive, Epigenetic derep 1.1%, HttQ103 aggreg 6%, Luc counter 1%, NPSR antagonist -11% and CBFb RUNX1 block -3%.
Screening CC(=O)NNC(=O)c1cc2c3ccccc3n(C)c2s1 returned IMPase Li inh -6%, Epigenetic derep 1.5%, HttQ103 aggreg -9%, Luc counter 3%, NPSR antagonist -1% and CBFb RUNX1 block 6%.
Cc1cc(C)nc(NC(=O)c2cnc3sccn3c2=O)n1 was read as IMPase Li inh 13%[38.3 µM], LMNA splice mod -8%, Epigenetic derep -0.8%, HttQ103 aggreg 3%, Luc counter 2%, NPSR antagonist -3%[46.1 µM] and CBFb RUNX1 block 11%.
`CCCNC(=O)c1onc(CSc2ccccn2)c1C(=O)NCCC` gave Epigenetic derep -1.9%, HttQ103 aggreg -7%[9.22 µM], NPSR antagonist 11% and CBFb RUNX1 block 10%.
Screening Cc1cccc(OCCNc2nc3c(c(=O)n(C)c(=O)n3C)n2C)c1 returned IMPase Li inh 8%[38.3 µM], LMNA splice mod 0%, Epigenetic derep 3.2%, HttQ103 aggreg 4%, Luc counter -2%, NPSR antagonist 0%[46.1 µM] and CBFb RUNX1 block -1%.
For O=C(Cc1cccs1)N(Cc1ccco1)C1(C(=O)NC2CCCCC2)CCCCC1 the results were IMPase Li inh 1%[38.3 µM], LMNA splice mod 7%, Epigenetic derep -1.4%, HttQ103 aggreg -6%[9.22 µM], Luc counter 2%, NPSR antagonist -7%[46.1 µM] and CBFb RUNX1 block -1%.
Screening N#Cc1c(N)nc2c3c(sc(=N)c2c1N)NC(=O)CC3c1ccccc1Cl (configuration not stated) returned IMPase Li inh -10%[38.3 µM], LMNA splice mod 13%, Epigenetic derep -1.1%, HttQ103 aggreg 15%, Luc counter 0%, NPSR antagonist -17%[46.1 µM] and CBFb RUNX1 block -2%.
CCN1CCN(c2ccc(NC(=O)c3cccc(OCc4ccccc4)c3)cc2)CC1 was read as IMPase Li inh 55%[activator][38.3 µM], LMNA splice mod 10%, Epigenetic derep 3.5%, HttQ103 aggreg inconclusive, Luc counter 15%, NPSR antagonist -10%[46.1 µM] and CBFb RUNX1 block -5%.
Screening COc1ccc(S(=O)(=O)N2CCC(O)(c3cccnc3)CC2)cc1OC returned IMPase Li inh -9%, Epigenetic derep 2.6%, HttQ103 aggreg 0%, Luc counter -3%, NPSR antagonist 12% and CBFb RUNX1 block 3%.
For CCCCn1c(SCC(=O)NCc2ccco2)nnc1-c1ccco1 the results were IMPase Li inh -4%[38.3 µM], LMNA splice mod 3%, Epigenetic derep -1.0%, HttQ103 aggreg 16%, Luc counter 0%, NPSR antagonist -14%[46.1 µM] and CBFb RUNX1 block -1%.
For COc1ccccc1NC(=O)COC(=O)C1CCN(/C=C/C(=O)C(F)(F)F)CC1 the results were IMPase Li inh 9%, LMNA splice mod inconclusive, Epigenetic derep -2.9%, HttQ103 aggreg -1%, Luc counter 4%, NPSR antagonist 8% and CBFb RUNX1 block 4%.
CC1CN(S(=O)(=O)c2ccc(C(=O)Nc3nnc(-c4ccco4)o3)cc2)CC(C)O1 (configuration not stated) was read as IMPase Li inh 2%, Epigenetic derep -3.5%, HttQ103 aggreg inconclusive, Luc counter 2%, NPSR antagonist -28% and CBFb RUNX1 block 1%.
Cc1cc2nc3c(c(C(F)(F)F)n2n1)CCCC3 was read as IMPase Li inh 1%, Epigenetic derep 4.2%, HttQ103 aggreg 7%[9.22 µM], Luc counter -7%, NPSR antagonist 7% and CBFb RUNX1 block 5%.
O=C(C1=NN[C@@H]2C(=O)N(c3cccc(F)c3)C(=O)[C@H]12)C(c1ccccc1)c1ccccc1 was read as IMPase Li inh 8%, LMNA splice mod -17%, Epigenetic derep -1.0%, HttQ103 aggreg 9%, Luc counter 3%, NPSR antagonist 2% and CBFb RUNX1 block 6%.
For CSc1ccc(/C=N/NC(=O)c2sccc2C)cc1 the results were IMPase Li inh 1%, LMNA splice mod 5%, Epigenetic derep 4.5%, HttQ103 aggreg 31%, Luc counter inconclusive, NPSR antagonist -2% and CBFb RUNX1 block 4%.
CC1=CC2=NCC(O)CN2C=C1 (configuration not stated) was read as IMPase Li inh 19%[38.3 µM], LMNA splice mod 3%, Epigenetic derep -2.9%, HttQ103 aggreg -15%, Luc counter 0%, NPSR antagonist 4%[46.1 µM] and CBFb RUNX1 block 2%.
For CCC1(c2ccc(F)cc2)NC(=O)N(CC(=O)Nc2ccc(-c3nc4ccc(C)cc4s3)cc2)C1=O (configuration not stated) the results were IMPase Li inh -20%, LMNA splice mod 1%, Epigenetic derep 4.8%, HttQ103 aggreg inconclusive, Luc counter -4%, NPSR antagonist -11% and CBFb RUNX1 block 0%.
CSc1ccccc1C(=O)N1CCCCC1 was read as IMPase Li inh 2%, Epigenetic derep -0.1%, HttQ103 aggreg inconclusive, Luc counter 1%, NPSR antagonist 18% and CBFb RUNX1 block -4%.
`COc1ccc(-c2noc(CSc3nc4ccccc4c(=O)n3-c3ccccc3)n2)cc1OC` gave IMPase Li inh 21%[38.3 µM], LMNA splice mod 13%, Epigenetic derep -0.8%, HttQ103 aggreg 0%, Luc counter 3%, NPSR antagonist -7%[46.1 µM] and CBFb RUNX1 block 4%.
`CCNc1ccc(C(=O)OCC(=O)NCc2ccc(C)cc2)cc1[N+](=O)[O-]` gave IMPase Li inh 1%, LMNA splice mod -11%, Epigenetic derep 1.1%, HttQ103 aggreg 29%, Luc counter 1%, NPSR antagonist 6%[46.1 µM] and CBFb RUNX1 block -2%.
For CCN(CC)S(=O)(=O)c1cc(C(=O)N(C)CC(=O)Nc2ccc(Cl)cc2)ccc1Cl the results were IMPase Li inh 4%, LMNA splice mod inconclusive, Epigenetic derep 0.0%, HttQ103 aggreg 6%, Luc counter 13%, NPSR antagonist -11% and CBFb RUNX1 block -6%.

Screening results from PubChem BioAssay.

A portion of the library (hit frequency here may not be typical).
